SUMO HTRF inh – inhibitors of in vitro SUMOylation cascade, primary screen, biochemical, HTRF, uHTS | SUMO-conjugating enzyme UBC9 (Homo sapiens), P63279 | HTRF SUMOylation assay, SAE1/SAE2 + UBC9 | inhibition, % at 35 µM | 0.36% of 290,000 active | AID 2006, 2009; in the data active = inhibition above about 50%, passing the limit was not always enough; also: strong numbers were not always called active
IDE cell activ – human IDE activators in live cells, primary screen, fluorescence polarization, HEK cells, FAbeta-B substrate; Insulin-degrading enzyme (Homo sapiens), P14735; FAbeta-B cleavage; 0% vehicle, 100% cell-free pure enzyme wells; activation, % at 5.96 µM; 0.073% of 340,000 active; AID 493087, 2011;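 active = activation above the mean of all tested compounds plus 3 SD, set per screening campaign, cut at about 17% in these data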
HCV NS3 hel inh – inhibitors of HCV NS3 helicase, primary screen, biochemical, Cy5 molecular beacon fluorescence; Hepatitis C virus NS3 helicase; NS3 helicase DNA unwinding; 0.56% of 290,000 active; inhibition, % at 10.9 µM;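 active = inhibition above the mean of all tested compounds plus 3 SD, set per campaign, cut at about 35% in these data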;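 also: 0% = DMSO wells and 100% = thioflavine S control wells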
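test system = hepatitis C virus NS3 helicase domain fragment enzyme | reagent = annealed dual-labelled DNA beacon duplex, ATP-started | times = 1 h at 25 °C | detection = Cy5 fluorescence, 0 and 60 min reads | read-out basis = percent inhibition from t60/t0 fluorescence ratio | control set = DMSO and thioflavine S | replication = one well per compound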
MEKK3 PB1 HTS – modulators of MEKK3-MEK5 PB1 binding, primary screen, biochemical, wildtype MEKK3, multiplex bead flow cytometry, Alexa488-MEK5; Mitogen-activated protein kinase kinase kinase 3 (Homo sapiens), Q99759; bead-based flow cytometry, Alexa488-MEK5 binding to MEKK3; actives lie on both sides; 0 = blocked by unlabeled MEK5, 100 = vehicle; binding response (% of control), % at 10 µM; 1.4% of 290,000 active; AID 1529, 2009;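 active = binding response more than 3 SD above or below the average of its plate-row segment, actives on both sides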;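 also: Alexa488 bead fluorescence after subtracting the streptavidin-only scavenger bead signal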
FID counter – compounds displacing fluorescent DNA intercalator, primary screen, artefact control for HCV NS3 helicase inhibitor project, biochemical, FID fluorescence; inhibition, % at 7.9 µM; 0.17% of 290,000 active; DNA fluorescent intercalator displacement; in the data active = inhibition above about 37%;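 also: 0% = vehicle and 100% = reference compound; higher means more ethidium bromide displaced from hairpin DNA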
VIM-2 inhibitor – VIM-2 metallo-beta-lactamase inhibitors, primary screen, biochemical, epi-absorbance readout, Pseudomonas aeruginosa enzyme; 0.89% of 290,000 active; inhibition, % at 5.6 µM; purified VIM-2, nitrocefin hydrolysis, epi-absorbance fluorescence; AID 1527, 2009;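 active = inhibition above the mean of all tested compounds plus 3 SD, cutoff set per screening run, cut at about 7.5% in these data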;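 also: red hydrolysis product quenches plate fluorescence so inhibitors raise well fluorescence; 0% = enzyme with DMSO and 100% = DMSO without enzyme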
PHOSPHO1 block – PubChem AID 1565; 1.1% of 290,000 active; inhibition, % at 13.3 µM; recombinant PHOSPHO1, absorbance phosphatase assay; in the data active = inhibition above about 60%
IMP-1 inhibitor – IMP-1 metallo-beta-lactamase inhibitors, primary screen, biochemical, epi-absorbance readout, Pseudomonas aeruginosa enzyme. metallo-beta-lactamase IMP-1 (Pseudomonas aeruginosa). purified IMP-1, nitrocefin hydrolysis, epi-absorbance fluorescence. AID 1556, 2009. inhibition, % at 5.6 µM. 0.45% of 290,000 active;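 active = inhibition above the mean plus 3 SD of all compounds in the same screening run, cut at about 4.5% in these data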;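 also: 0% = IMP-1 with DMSO and 100% = DMSO wells lacking enzyme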
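Assay system: purified recombinant IMP-1 beta-lactamase. Input: IMP-1 0.2 nM before substrate addition. Buffer or medium: Zinc- and detergent-supplemented HEPES buffer, pH 7.1. Schedule: 25 °C, 15 min preincubation, 25 min reaction. Signal: Epi-absorbance fluorescence, 480 nm excitation, 530 nm emission. Evaluation: percent inhibition from optical density relative to buffer-blank wells.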
pCIP destab – p/CIP-EGFP fusion destabilizers, primary screen, fluorescence, F442A cells | 16 h | Q05BA5 | AID 1984, 2009 | 0.01% of 290,000 active | decrease of EGFP signal, % at 10 µM;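 active = EGFP signal decrease of at least 30% at 10 µM or well 3 SD below plate mean, unless failing retest; inactive = the rest, including hits failing retest or dose response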; also: some compounds called inactive have numbers as strong as hits; many of its hits are not listed in these tables
Starred values were filed as active, the others as inactive; . = no result given. These rows are one share of the data; the hit share may differ from the screen's.

Values in the order – SUMO HTRF inh, IDE cell activ, HCV NS3 hel inh, MEKK3 PB1 HTS, FID counter, VIM-2 inhibitor, PHOSPHO1 block, IMP-1 inhibitor, pCIP destab
Cc1ccc(S(=O)(=O)Nc2cccc(C(=O)Nc3cc(C)ccn3)c2)cc1
→ 5, ., -3, 98, -8, -3.4, -6, -3.8, 2
N#Cc1cnn(CC2CCCCC2)c1N
→ 31, 2, -12, 92, -1, -3.0, 11, -3.3, -8
Cc1ccc(NC2=C([N+](=O)[O-])CS(=O)(=O)C2)cc1
→ -12, 7, 16, 103, -7, -2.0, 9, 1.4, -1
COc1ccccc1CC(=O)Nc1ncc(C)s1
→ 2, -4, 4, 103, -2, -0.7, ., -3.6, -8
CC(C)(C)NC(=O)NC(=O)COC(=O)CNC(=O)c1cccc(F)c1
→ -10, 4, -3, 105, 0, -0.2, 54, -0.5, -4
Cn1c(N)c(C(=O)CSc2ncn[nH]2)c(=O)n(C)c1=O
→ 10, -4, 0, 97, -3, -1.3, -8, -1.5, 3
CC(=O)c1cccc(NC(=O)CN(c2cccc(F)c2)S(C)(=O)=O)c1
→ -2, -1, -2, 94, -6, -1.9, -8, -2.5, -12
Cc1cccc(N/C=C(\[N+](=O)[O-])S(=O)(=O)c2ccccc2)c1
→ 7, 1, -5, 108, -6, -3.1, 24, -5.3, 10
Cc1cc(Cl)ccc1NC(=O)CN1CCCC1
→ 9, 8, 0, 96, 1, -2.1, ., -3.5, 4
O=C(CCCN1C(=O)c2ccccc2C1=O)Nc1ccccn1
→ 16, 1, -13, 99, -3, -2.4, -14, -2.8, -9
Cc1ccc(NS(=O)(=O)c2cc(NC(=O)C(C)Oc3ccccc3)ccc2C)c(C)c1 (stereo not given)
→ -24, -4, -18, 98, -29, -3.3, 7, -1.3, 5
Cc1cc(C)nc(NC(=O)c2c(C(=O)O)noc2C)n1
→ 4, 0, -3, 99, 8, 0.4, 36, -2.5, 8
COc1ccc(-c2cn3cc(C)ccc3n2)cc1Br
→ -1, 5, 1, 97, -1, 0.7, -7, -0.9, -6
CCN(CC)C(=O)Oc1ccc2c(=O)c(-c3ccc(OC)cc3)c(C)oc2c1
→ 35, -3, 0, 102, -38, -3.6, 18, -3.1, 3
Cc1ccccc1-c1nsc(SCC(=O)NCc2ccc3c(c2)OCO3)n1
→ -6, -11, -6, 113, -13, -1.5, 2, -0.7, -8
NC(=S)NN=C1C2CC3CC(C2)CC1C3
→ -5, -1, -5, 102, 3, -1.5, 2, -3.8, -15
CC(C)C(CO)N1CCN(Cc2ccccc2)CCC1=O (stereo not given)
→ 22, 1, ., 98, ., ., 13, ., 0
Cc1c(C(=O)N/N=C/c2ccc(N(C)C)cc2)[nH]c2ccc(Cl)cc12
→ 8, 1, 7, 108, -3, -1.8, -2, -1.4, -1
CCOC(=O)c1cc(S(=O)(=O)N2CCN(C(=O)OCC)CC2)cn1C
→ 20, 2, -1, 104, 0, -3.1, 19, -5.1, -11
CCOC(=O)c1c(NC(=S)NC)sc2c1CC(C)(C)SC2
→ -1, -4, 16, 100, 0, -0.2, -3, -3.4, 2

4 of these compounds, reformatted:
Molecule,SUMO HTRF inh,IDE cell activ,HCV NS3 hel inh,MEKK3 PB1 HTS,FID counter,VIM-2 inhibitor,PHOSPHO1 block,IMP-1 inhibitor,pCIP destab
CC(C)(C)NC(=O)NC(=O)COC(=O)CNC(=O)c1cccc(F)c1,-10,4,-3,105,0,-0.2,54,-0.5,-4
NC(=S)NN=C1C2CC3CC(C2)CC1C3,-5,-1,-5,102,3,-1.5,2,-3.8,-15
Cc1ccccc1-c1nsc(SCC(=O)NCc2ccc3c(c2)OCO3)n1,-6,-11,-6,113,-13,-1.5,2,-0.7,-8
COc1ccc(-c2cn3cc(C)ccc3n2)cc1Br,-1,5,1,97,-1,0.7,-7,-0.9,-6

Continuation:
Values in the order – SUMO HTRF inh, IDE cell activ, HCV NS3 hel inh, MEKK3 PB1 HTS, FID counter, VIM-2 inhibitor, PHOSPHO1 block, IMP-1 inhibitor, pCIP destab
Cc1n[nH]c(=O)c2c1nnn2Cc1ccc(F)cc1
→ 17, 1, -12, 107, -5, -1.7, 24, -2.1, -6
CC(=O)N=c1c(C#N)cc2c(=O)n3cccc(C)c3nc2n1Cc1ccco1
→ 19, ., 3, 97, -6, 2.1, -32, -1.0, 4
O=C(CCCN1C(=O)c2ccccc2C1=O)Nc1nnc(C2CC2)s1
→ -4, -1, -6, 97, -6, -2.5, -25, -3.1, -15
Cc1nc2nc(SCC(=O)NCCCN3CCCC(C)C3)nn2c(C)c1Cc1ccccc1Cl (stereo not given)
→ ., 1, -12, 104, 26, -0.6, 24, -2.0, -10
COc1cccc(C2NC(=O)NC(C)=C2C(=O)Nc2cc(OC)ccc2OC)c1 (stereo not given)
→ 22, -1, 5, 99, -14, -2.5, -12, -3.2, -11
COc1ccc(/C=C/C(=O)OCC(=O)NCC2CCCO2)cc1 (stereo not given)
→ 4, 5, -3, 115, -11, -2.3, 3, -4.0, 6
Cc1n[nH]c(=S)n(/N=C/c2cccs2)c1=O
→ 10, -1, -4, 102, -1, -4.0, 1, -3.6, -5
Cc1noc(C)c1CSc1nc2ccccc2c(=O)n1-c1ccccc1
→ -2, -2, -4, 97, -30, 1.8, -13, -0.1, -1

Shown field by field: four of the compounds above.
> Cc1nc2nc(SCC(=O)NCCCN3CCCC(C)C3)nn2c(C)c1Cc1ccccc1Cl (stereo not given)
  SUMO HTRF inh = .	IDE cell activ = 1	HCV NS3 hel inh = -12	MEKK3 PB1 HTS = 104	FID counter = 26	VIM-2 inhibitor = -0.6	PHOSPHO1 block = 24	IMP-1 inhibitor = -2.0	pCIP destab = -10
> COc1cccc(C2NC(=O)NC(C)=C2C(=O)Nc2cc(OC)ccc2OC)c1 (stereo not given)
  SUMO HTRF inh = 22	IDE cell activ = -1	HCV NS3 hel inh = 5	MEKK3 PB1 HTS = 99	FID counter = -14	VIM-2 inhibitor = -2.5	PHOSPHO1 block = -12	IMP-1 inhibitor = -3.2	pCIP destab = -11
> COc1ccc(/C=C/C(=O)OCC(=O)NCC2CCCO2)cc1 (stereo not given)
  SUMO HTRF inh = 4	IDE cell activ = 5	HCV NS3 hel inh = -3	MEKK3 PB1 HTS = 115	FID counter = -11	VIM-2 inhibitor = -2.3	PHOSPHO1 block = 3	IMP-1 inhibitor = -4.0	pCIP destab = 6
> Cc1n[nH]c(=S)n(/N=C/c2cccs2)c1=O
  SUMO HTRF inh = 10	IDE cell activ = -1	HCV NS3 hel inh = -4	MEKK3 PB1 HTS = 102	FID counter = -1	VIM-2 inhibitor = -4.0	PHOSPHO1 block = 1	IMP-1 inhibitor = -3.6	pCIP destab = -5

High-throughput results: PubChem BioAssay, several laboratories
